Glioma ERSR ind: qHTS for Inducers of the Endoplasmic Reticulum Stress Response (ERSR) in Human Glioma: qHTS | U87-MG GRP78 promoter luciferase reporter, 16 h | hit rate 0.02% among 420,000 | Potency, µM, inactives show at the top dose activation, hits mostly activators | AID 602332, 2012; further: potency means the concentration at half of the fitted maximal effect; series mostly up to about 76 µM; % of control where 0% means no effect; nearly all actives have a fitted effect of over 35% in size
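ERSR induction read as luciferase luminescence (Bright-Glo, 10 min at room temperature) in stably transfected human U87-MG glioma cells exposed to compounds for 16 h, using GRP78 as sensor.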
Vif-APOBEC3F blk: qHTS for Inhibitors of Vif-A3F Interactions: qHTS; Potency, µM (titrated, usually from 46.1 µM), inactives show top-dose activity, negative = active; AID 602313, 2012; hit rate 0.2% among 390,000; HeLa A3F-eYFP + Vif (tagged APOBEC3F with the HIV-1 protein that degrades it), YFP fluorescence increase; further: potency means the concentration at half of the fitted maximal effect; % of control where 0% means no effect; nearly all actives have a fitted effect of over 65% in size
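Fluorescence increase (Ex 488/Em 500-530) after overnight compound treatment at 37 deg C flags inhibition of Vif-driven A3F-eYFP loss in stable HeLa A3F-eYFP/Vif cells seeded overnight beforehand.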
ERG Ets-DNA blk: qHTS for Small Molecule Inhibitors of the ERG Ets/DNA interaction. hit rate 0.028% among 370,000. Potency, µM (doses to about 76.9 µM), inactives show at the highest dose FP activity, negative = inhibition, hits mostly inhibitors. fluorescence polarization, His-ERG Ets domain / labelled DNA; active means well fitted inhibition curve with a large enough effect in the polarisation, with a control signal flat; inconclusive means small, poorly fitted or top-dose-only effect, or effect the other way, or a change in a side signal; inactive means no such curve, though single readings can be large or run the other way; the % refers to the polarisation;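 further: polarization taken with two DNA probes labelled with fluorescein and Texas red; potency means the concentration at half of the fitted maximal effect; % of control where 0% means no effect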
Target sequence (P11308 whole entry, looked up, the tested form may be a part): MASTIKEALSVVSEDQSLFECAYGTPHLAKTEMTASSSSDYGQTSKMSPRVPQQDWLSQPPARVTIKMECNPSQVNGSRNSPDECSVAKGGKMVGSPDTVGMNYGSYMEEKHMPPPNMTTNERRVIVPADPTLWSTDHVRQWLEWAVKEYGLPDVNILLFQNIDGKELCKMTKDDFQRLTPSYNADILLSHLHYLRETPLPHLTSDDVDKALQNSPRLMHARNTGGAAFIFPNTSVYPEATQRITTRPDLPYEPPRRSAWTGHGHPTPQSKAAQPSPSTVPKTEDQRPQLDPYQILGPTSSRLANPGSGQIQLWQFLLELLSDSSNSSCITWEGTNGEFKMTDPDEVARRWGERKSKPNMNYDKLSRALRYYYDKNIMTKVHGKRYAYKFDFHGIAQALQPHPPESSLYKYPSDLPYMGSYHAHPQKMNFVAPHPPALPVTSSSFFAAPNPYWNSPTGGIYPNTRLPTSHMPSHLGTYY
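His-tagged ERG Ets domain (1 uM in the protein solution; 300mM KCl, 50mM Tris-HCl, 1mM EDTA, 1mM DTT, pH 7.5) received compound, then a probe mix of 5 nM fluorescein-DNA and 100nM Texas-615-DNA. Fluorescence polarization was read for both dyes.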
LDHA inh: qHTS assay for inhibitors of human lactate dehydrogenase | L-lactate dehydrogenase A chain (Homo sapiens), P00338 | purified LDHA, NADH/diaphorase-resazurin fluorescence; stronger effect = lower value | activity change, % (values are at about 110 or 230 µM) | hit rate 0.15% among 480,000 | AID 1347041, 2019; in the data active means activity change below about -30%; inconclusive means mostly about -25% to -30%;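 further: plate controls were DMSO wells for no effect and wells without enzyme for full effect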
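LDH5 2 nM; NADH 0.06 mM, pyruvate 0.2 mM; 200 mM Tris pH 7.4, EDTA, Tween-20; 5 min RT. Detection: diaphorase 0.133 mg/mL + resazurin 37 µM, fluorescence ex540/em590 at 0 and 20 min; normalized to enzyme-free and DMSO wells.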
Vif-APOBEC3G blk: qHTS for Inhibitors of Vif-A3G Interactions: qHTS; HeLa A3G-eYFP + Vif (tagged APOBEC3G with the HIV-1 protein that degrades it), YFP fluorescence, overnight; Potency, µM (series often up to 46.1 µM), inactives show at the top dose activity, negative = active, actives largely listed as inhibitors; hit rate 0.076% among 410,000; AID 602310, 2012;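 further: potency means the concentration at half of the fitted maximal effect; on the % scale 0 is the no-effect control and ±100 the full control effect; nearly all actives have a fitted effect of over 60% in size; hits raise eYFP signal because A3G escapes Vif-driven loss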
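HeLa cells stably expressing Vif and C-terminally eYFP-tagged A3G, seeded overnight at 37 deg C, then exposed to compound by pintool overnight at 37 deg C. Rise in yellow fluorescence (Ex 488/Em 500-530, Acumen) marks blocked Vif-driven A3G degradation.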
RGS4 inh: Inhibitors of Regulator of G Protein Signaling (RGS) 4: qHTS; AID 504845, 2011; hit rate 0.039% among 390,000; Regulator of G-protein signaling 4 (Homo sapiens), P49798; Potency, µM (highest dose often 114 µM), without a hit: at the top dose activity change, negative = inhibition, actives largely listed as inhibitors; Transcreener GDP fluorescence polarization, RGS4-accelerated GTP hydrolysis; further: potency means the concentration at half of the fitted maximal effect; on the % scale 0 is the no-effect control and ±100 the full control effect; nearly all actives have a fitted effect of over 75% in size; some results filed as inactive show a strong effect at the top dose
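MLSMR compounds (23 nl, pin-transferred) preincubated 10 min at room temperature with a 500nM (2x) first reagent, then RGS4 at 900nM (2x) plus Transcreener GDP mix added; fluorescence polarization (620/688 nm) read before and after 90 min at 30 °C.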
D2 antag: HTS Assay for Allosteric Antagonists of the Human D2 Dopamine Receptor: Primary Screen for Antagonists. D(2) dopamine receptor (Homo sapiens), P14416. HEK293 TREx D2 cells, calcium flux, dopamine EC80. inhibition, % at 10 µM. hit rate 2% among 340,000; in the data active means inhibition above about 30%; further: 0% is about no effect
Target sequence (P14416 whole entry, looked up): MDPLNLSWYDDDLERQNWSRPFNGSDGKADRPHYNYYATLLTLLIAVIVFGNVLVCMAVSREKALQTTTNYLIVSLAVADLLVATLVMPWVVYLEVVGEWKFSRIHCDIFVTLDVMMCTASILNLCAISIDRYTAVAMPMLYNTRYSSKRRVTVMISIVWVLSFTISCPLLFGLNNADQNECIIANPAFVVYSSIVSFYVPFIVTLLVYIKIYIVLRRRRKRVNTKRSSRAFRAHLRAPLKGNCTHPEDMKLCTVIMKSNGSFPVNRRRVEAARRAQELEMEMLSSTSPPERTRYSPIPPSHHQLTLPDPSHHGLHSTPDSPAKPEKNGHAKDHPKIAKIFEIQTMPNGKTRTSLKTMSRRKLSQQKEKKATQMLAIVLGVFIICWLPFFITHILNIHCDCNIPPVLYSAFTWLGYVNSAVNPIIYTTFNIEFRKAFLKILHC
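Calcium mobilization kinetics were recorded at 1 s intervals in tetracycline-induced HEK293 T-REx D2 cells, first for 180 s after compound addition and then 180 s after EC80 dopamine.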
ALOX12 inh: Primary qHTS assay for inhibitors of human arachidonate 12S-lipoxygenase (ALOX12): Round 2. Polyunsaturated fatty acid lipoxygenase ALOX12 (Homo sapiens), P18054. purified 12hLO, xylenol orange hydroperoxide absorbance. Potency, µM (titrated, usually from 108 µM), for the others: at the top dose activity change, negative = inhibition, actives largely listed as inhibitors. hit rate 1.1% among 580,000; further: potency means the concentration at half of the fitted maximal effect; on the % scale 0 is the no-effect control and ±100 the full control effect
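Purified human 12hLO at 150 nM in 25 mM Hepes, 0.01% Triton X-100, pH 7.0, preincubated 15 min at room temperature with compound. Reaction started with 40 uM arachidonic acid, 30 min at room temperature. Hydroperoxide measured by Fe-xylenol orange, 573/405 nm absorbance ratio.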
D2 ag: HTS Assay for Allosteric Agonists of the Human D2 Dopamine Receptor: Primary Screen for Agonists | hit rate 0.53% among 340,000 | D(2) dopamine receptor (Homo sapiens), P14416 | activation, % at 2 µM | AID 485358, 2010 | HEK293 T-REx D2 cells, calcium flux agonist mode;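 active means activation over 3 SD above normal in the single-dose calcium agonist read, cut at about 30% in these data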; further: 0% is about no effect
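Calcium-flux readout, 1 cycle/sec over 180 s following compound pin transfer, in inducible HEK293 Trex D2 cells (force-coupled); dopamine controls included. Positive calcium responses during this window marked compounds as potential agonists.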
An asterisk follows results filed as active; ? = inconclusive; nt = no result given; & = joins results of further samples; [ ] = another dose, or the depositor's remark. Unless noted, the call rests on the fitted dose curve; in most records, active means well fitted curve in the direction sought with a large enough effect; inconclusive means small, poorly fitted or top-dose-only effect, or another doubt; inactive means no such curve, though single readings can be large; an effect the other way counts as inactive or inconclusive. Not all compounds are listed; the hit share may differ from the screen's.

SMILES | Glioma ERSR ind | Vif-APOBEC3F blk | ERG Ets-DNA blk | LDHA inh | Vif-APOBEC3G blk | RGS4 inh | D2 antag | ALOX12 inh | D2 ag
Cc1nc2c(-c3ccccc3)c(C)nn2c(C)c1CCC(=O)N1CCOCC1 | -1.7% | 1.5% | 2.7% | -4.7 | 0.7% | 16.4% | -0.5 | -11.9% | 0.5
CCOC(=O)Cn1c(S(=O)(=O)Cc2ccccc2Cl)nc(-c2ccccc2)c1-c1ccccc1 | -3.6% | -6.2% | -7.0% | -10.7 | 0.0% | -1.1% | 12.8 | 0.0% | 1.2
COc1ccccc1N1CCN(C(=O)c2ccc(-c3nc4ccccc4s3)o2)CC1 | -2.1% | -0.7% | -3.7% | 3.4 | -0.1% | -2.7% | 5.9 | 2.2% | 0.1
COc1ccc(N(CC(=O)Nc2ccc3c(c2)OCO3)S(=O)(=O)c2ccccc2)c(OC)c1 | -3.8% | -4.0% | 2.6% | -4.0 | 1.5% | 37.1% | -9.4 | -10.7% | -0.4
Cc1ccc(NC(=O)C2CCN(C(=O)c3cnn(-c4ccccc4)c3-n3cccc3)CC2)cc1Cl | -2.4% | -5.2% | -2.3% | -1.2 | 0.3% | -19.2% | nt | -27.3% | 1.0
O=C(Cn1cc(C(=O)c2ccco2)c2ccccc21)NC1CC1 | -1.7% | -2.3% | 7.7% | -7.1 | -0.7% | 16.1% | -8.2 | 1.6% | 0.3
CCOC(=O)C(=O)Nc1ccccc1C(=O)NC(C)C | -4.3% | 1.2% | -1.4% | -7.9 | 3.6% | -15.3% | 7.6 | -8.8% | -1.5
CN1CCN(C(=S)Nc2cc([N+](=O)[O-])ccc2Cl)CC1 | 1.8% | 0.1% | -16.8% | 2.4 | -0.8% | -0.2% | 0.5 | ? | -1.1
COC(=O)C1=CN(Cc2ccc(OC)c(OC)c2)C=C(C(=O)OC)C1c1ccc(F)cc1 | -1.9% | 3.1% | -8.2% | -2.8 | -6.2% | 3.3% | -17.3 | 4.0% | 0.6
COC(=O)C(NNc1ccccc1)(NC(=O)c1ccccc1F)C(F)(F)F (configuration not stated) | -1.9% | -4.7% | 6.6% | -6.1 | 0.9% | -15.5% | -0.7 | 5.7% | -0.5

Some of these compounds in order of their number in Glioma ERSR ind, largest number first:
SMILES	Glioma ERSR ind	ERG Ets-DNA blk	RGS4 inh	D2 antag	ALOX12 inh
CN1CCN(C(=S)Nc2cc([N+](=O)[O-])ccc2Cl)CC1	1.8%	-16.8%	-0.2%	0.5	?
Cc1ccc(NC(=O)C2CCN(C(=O)c3cnn(-c4ccccc4)c3-n3cccc3)CC2)cc1Cl	-2.4%	-2.3%	-19.2%	nt	-27.3%
CCOC(=O)C(=O)Nc1ccccc1C(=O)NC(C)C	-4.3%	-1.4%	-15.3%	7.6	-8.8%

(listing goes on)
SMILES | Glioma ERSR ind | Vif-APOBEC3F blk | ERG Ets-DNA blk | LDHA inh | Vif-APOBEC3G blk | RGS4 inh | D2 antag | ALOX12 inh | D2 ag
CCC(c1nnnn1Cc1cccs1)N1CCN(C2CCCC2)CC1 (configuration not stated) | -6.1% | 10.7% | 3.1% | 2.3 | 2.7% | -31.5% | 11.4 | ? | 1.0
Cc1cc(OCC(=O)OCC(=O)N2c3ccccc3NC(=O)C2(C)C)ccc1Cl | -3.0% | 0.6% | 11.2% | 1.8 | -10.8% | -17.7% | 0.3 | nt | -0.6
COc1ccc(-c2cc(=O)c3ccccc3n2C)cc1 | -1.2% | -0.7% | 10.3% | -4.7 | 2.9% | -10.6% | -22.5 | -18.9% | -0.1
CCCCC(=O)Nc1c(C)cc(C)cc1Cl | 0.7% | nt | 4.0% | -13.0 | 1.5% | 0.2% | nt | -1.0% | nt
Cc1ccc(CNC(=O)c2ccc(N(C)S(=O)(=O)c3ccccc3)cc2)cc1 | -0.5% | 7.4% | 7.0% | 0.5 | -0.3% | 22.1% | 18.1 | -9.4% | 0.4
COc1ccccc1OCCC(=O)OCC(=O)Nc1ncc(Cl)cc1Cl | -2.6% | -9.0% | -1.1% | -1.6&-0.5 | -13.6% | -15.8% | -4.0 | -24.7%&-0.7% | 0.9
O=c1[nH][nH]c(=O)c2c(NS(=O)(=O)c3ccccc3)cccc12 | 2.9% | -2.6% | -0.1% | -3.3 | -0.8% | ? | 7.0 | -1.8% | 0.0
CC(C)NC(=O)NC(=O)COC(=O)c1ncc(Cl)c(Cl)c1Cl | -3.2% | -6.7% | -14.1% | -7.1 | 0.0% | 20.3% | -13.6 | ? | -0.7
CN1C(=O)c2ccccc2CC12c1ccccc1C(=O)N2C (configuration not stated) | -0.7% | 0.6% | nt | -4.9 | 0.1% | nt | nt | -5.1% | nt
FC(F)(F)c1cccc(N2CCN(c3ncnc4c3nc3n4CCCC3)CC2)c1 | 1.7% | 1.7% | 3.1% | -0.6 | 14.6% | -3.7% | nt | -9.8% | -1.6
Cc1ccc(Cl)cc1NC(=O)CCC(=O)NCc1ccco1 | -4.2% | -3.2% | -16.5% | -2.1 | -0.5% | -5.2% | 0.4 | 0.0% | 0.1
COc1cc(CCC(=O)OCC(=O)Nc2c(F)cccc2F)cc(OC)c1OC | -5.5% | -0.3% | 5.5% | -2.4 | 1.9% | -12.4% | -11.0 | 28.3% | 0.2
CCCCCOc1ccc(C(=O)OC(C)C(=O)NCc2ccco2)cc1 (configuration not stated) | 14.0% | -1.1% | -0.9% | -0.4 | -14.3% | -7.7% | 1.5 | 488.3%[activator] | -0.8
CSc1ccccc1NC(=O)COC(=O)c1ccc(O)cc1 | 1.3% | 6.2% | 1.8% | -4.3 | -0.5% | -4.8% | -7.3 | -2.4% | 0.0
CCS(=O)(=O)Nc1ccc(C(=O)CC2(O)C(=O)Nc3ccccc32)cc1 (configuration not stated) | -5.5% | -0.6% | -2.6% | -0.4 | -0.2% | 4.3%[56.9 µM] | -3.4 | 0.0% | 0.8
CCOc1ccccc1C(=O)NCC(=O)OCC(=O)c1ccc2c(c1)OCCO2 | 3.6% | -22.3% | 0.5% | -4.0 | 0.3% | -15.3% | -7.9 | 0.0% | -0.1
O=C(NC1CCN(S(=O)(=O)c2ccccc2)CC1)C1CCCCC1 | 6.5% | 0.5% | nt | 1.6 | -5.2% | 14.1% | 10.8 | 3.9% | -1.2
O=C(c1ccc(COc2ccc(Cl)cc2Cl)o1)N1CCCC1 | ? | -1.7% | -7.2% | -5.8 | -10.0% | -18.8% | -0.2 | 0.0% | 0.6
CN(C)c1cccc(NC(=O)NC2(C)CCS(=O)(=O)C2)c1 (configuration not stated) | -3.3% | 10.5% | -8.0% | 7.9 | -9.0% | -12.6% | 0.4 | -22.2% | 0.4
Cc1onc(-c2c(F)cccc2Cl)c1C(=O)N1CCN(S(C)(=O)=O)CC1 | -4.5% | 11.1% | 1.6% | 1.9 | -2.2% | 0.0% | 2.9 | 7.8% | 0.0
O=C(COC(=O)c1ccccn1)NCc1cccc(Cl)c1 | -3.2% | -1.2% | -5.4% | -1.6 | -5.7% | 0.3% | 12.8 | -9.5% | 0.7
Cc1[nH]c(=O)sc1C(=O)NCc1ccc([N+](=O)[O-])cc1 | -2.8% | nt | nt | 1.3 | 2.6% | nt | nt | -6.2% | nt
C#CCn1cc(/C=N/NC(=O)COc2cccc3cccnc23)c2ccccc21 | -6.6% | 4.1% | -3.4% | -6.8 | ? | ? | 1.5 | -27.4% | -0.3
C(=NOCCc1ccccc1)c1ccccn1 | 3.2% | -3.0% | -5.5% | -20.8 | 5.6% | 14.7% | nt | 12.5% | nt
COc1ccc(Br)cc1/C=c1\sc2nc(-c3ccco3)nn2c1=O | -6.5% | 0.7% | 1.5% | -3.4 | -3.1% | -48.2% | -8.2 | 22.4µM* | -0.2
S=C(Nc1ccc(Cl)cc1)N1CCN(C2CCCCC2)CC1 | -3.5% | -0.9% | -6.5% | -7.7 | 0.9% | -27.9% | -16.0 | ? | 0.7
c1ccc(CNC2=NCCCCC2)cc1 | -4.6% | -0.9% | -2.3% | -7.5 | -2.8% | -29.1% | 4.6 | 1.6% | -0.1
Cc1ccc2c(C)c(C(=O)Nc3c(C)n(C)n(-c4ccccc4)c3=O)oc2c1C | -2.9% | -1.4% | 6.8% | -4.8 | -3.9% | 11.5% | -7.4 | -2.9% | 14.1
CC(=O)Nc1c(C(=O)O)oc2ccccc12 | 0.3% | -5.3% | 0.7% | -9.0 | 0.3% | -35.1% | 5.7 | 0.0% | -0.1
COc1ccccc1CCNS(=O)(=O)c1cn(C)c(=O)n(C)c1=O | -1.9% | -3.0% | 13.3% | -2.9 | 0.7% | 30.2% | -13.4 | 0.0% | 0.4

Source: PubChem BioAssay
